CD40 NFkB inh: inhibitors of CD40-induced NF-kB signaling, primary screen, BL2 cells, luciferase reporter, single point. CD40L-induced, 4 h. inhibition, % at 10 µM. actives 0.94% (n = 83,000);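 active means mean inhibition of at least 50% with a set share of replicates also reaching that level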;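 further: 0% = neutral control wells and 100% = IKK inhibitor VII at 50 µM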
The depositor's hits bear a star; & = joins results of further samples; [ ] = another dose, or the depositor's remark. Not all compounds are listed (hit frequency here may not be typical).

CD40 NFkB inh | compound
-5 | C[C@H]1CN([C@@H](C)CO)C(=O)c2ccccc2-c2ccccc2CO[C@@H]1CN(C)C(=O)Nc1ccccc1
-9[25 µM] | C[C@@H]1CN([C@@H](C)CO)C(=O)c2cccc(NC(=O)c3ccncc3)c2O[C@H]1CN(C)S(=O)(=O)c1ccccc1
27 | COc1cccc(CNc2nc3nc4c(c(=O)n3[nH]2)CCC4)c1
-1 | O=C(NC1CCCC1)C(c1ccc(Cl)cc1)N1CCN(C2CCCCC2)CC1 (stereo not drawn)
-19 | CCc1sc(C(=O)Nc2cccc(-n3cnnn3)c2)cc1C
2 | Cc1ccc(NC(=O)N2CCOCC2)cc1NC(=O)N1CCOCC1
23 | COC(=O)CSc1cc([N+](=O)[O-])ccc1NC(=O)OC
14[25 µM] | Cc1ccc(NC(=O)Nc2ccc3c(c2)C(=O)N(C)[C@@H]2CC[C@@H](CC(=O)NCC(F)(F)F)O[C@H]2CO3)cc1
9 | O=C1COc2ccc(C(=O)NCc3ccco3)cc2N1
-1 | O=C(/C=C/c1ccccc1)Oc1ccccc1C(=S)N1CCOCC1
-12[25 µM] | COc1ccc(S(=O)(=O)N(C)C[C@H]2OCc3cn(nn3)CCCC(=O)N([C@H](C)CO)C[C@@H]2C)cc1
2 | CSc1sc(C(=O)NCC2CC2)c2c1S(=O)(=O)N(C)c1ccccc1-2
16 | O=C(COC(=O)CNC(=O)c1ccccc1F)Nc1cccc(S(=O)(=O)N2CCCCCC2)c1
5 | CCCCC(CC)CNC(=O)Cn1c(=O)[nH]c2ccsc2c1=O (stereo not drawn)
9 | O=C(NCCN1CCOCC1)c1ccccc1Oc1ccccc1
9 | O=C(NN=C1C2CC3CC(C2)CC1C3)c1cc(Cl)ccc1O
-60 | CC(C)(C)n1ncc2c(=O)n(CC(=O)NCc3ccco3)cnc21
7 | O=C(CNC(=O)c1cccc(Cl)c1)NCCCSc1ccccc1
-9[25 µM] | C[C@H](CO)N1C[C@H](C)[C@H](CN(C)Cc2ccc3c(c2)OCO3)Oc2c(NC(=O)c3ccncc3)cccc2C1=O
14 | NC(=O)NCc1cccs1
2 | O=S(=O)(NCC1CCCO1)c1ccc(Br)s1 (stereo not drawn)
-4 | CCc1nc2ccccc2c(C(=O)OCc2nc3ccccc3c(=O)[nH]2)c1C
2 | CCCCn1c(SCC(=O)c2c(N)n(C3CC3)c(=O)[nH]c2=O)nc2cc(S(N)(=O)=O)ccc21
-9 | COc1cc(NC(=O)C2CCCO2)c(OC)cc1NC(=O)c1ccccc1 (stereo not drawn)
-3 | COc1cccc(NC(=O)C[C@H]2CC[C@H]3[C@@H](COc4ccc(NC(=O)C5CCC5)cc4C(=O)N3C)O2)c1

Molecules from the list above with a furan ring, fused or not (2):
CD40 NFkB inh | compound
9 | O=C1COc2ccc(C(=O)NCc3ccco3)cc2N1
-60 | CC(C)(C)n1ncc2c(=O)n(CC(=O)NCc3ccco3)cnc21

Continuation.
CD40 NFkB inh | compound
-48 | Cc1cc(C(=O)Nc2sc3c(c2C#N)CCCC3)no1
-18[25 µM] | O=C(C[C@H]1C[C@@H]2c3cc(NC(=O)C4CCOCC4)ccc3O[C@@H]2[C@@H](CO)O1)NCCN1CCCCC1
-49 | Cc1cc2ccccn2c1C(=O)Nc1ccccc1
2 | COc1ccc(CC(=O)NC2CC2)cc1OC
-6 | Cn1ncc(Cl)c1C(=O)Nc1ccc(CN2CCCCC2)cc1
0[25 µM] | C[C@H]1CN([C@@H](C)CO)C(=O)CCCn2cc(nn2)CO[C@@H]1CN(C)S(=O)(=O)c1ccc(-n2cccn2)cc1
0 | O=C(CCCc1ccccc1)NCc1cccnc1
0 | COc1ccc(CC(=O)NNC(=S)NC(=O)c2cc(OC)c(OC)c(OC)c2)cc1
3 | CNC(=O)c1ccsc1NC(=O)C1CCN(S(=O)(=O)c2ccc(Cl)s2)CC1
12 | Cc1nnc(NC(=O)c2ccc(S(=O)(=O)N3CCCCC3C)cc2)o1 (stereo not drawn)
-3 | O=C(Cc1coc2ccc3ccccc3c12)N1CCN(c2ncccn2)CC1
-1&2[25 µM] | Cc1cccc(-c2ccc(C3[C@@H]4CN(Cc5cccc(F)c5)C[C@H]3N4)cc2)c1 (stereo partly drawn)
-55 | CC(=O)c1ccc(OCc2cc(C(=O)N3CC4C[C@@H]5CC3C[C@H](C4)C5)no2)cc1
-13 | C/C=C/c1ccc([C@@H]2[C@@H](CNC(=O)C3CC3)N(C(=O)NCCC)[C@H]2CO)cc1
-4 | Cc1nc2ccccc2c2c(N)c3ccccc3n12
16 | CC(=O)c1ccc(OCC(=O)c2cc(C)n(-c3ccc4c(c3)OCO4)c2C)cc1
5 | Cc1cccc2cc3c(NC(=O)c4ccccn4)nn(C)c3nc12
-90 | COC(=O)c1sc(NC(=S)NC(=O)c2ccccc2C)nc1C
19 | O=C(CN1CCN(C(=O)CNC(=O)c2ccc3c(c2)OCO3)CC1)Nc1ccccc1Cl
4 | CCN(CC)C(=O)NCc1c(C)cc(C)cc1C
9 | CCc1cc(=O)[nH]c(SCC(=O)N2CCC(Cc3ccccc3)CC2)n1
-8 | CNc1ccc(SC#N)cc1
5 | CCOC(=O)CNS(=O)(=O)c1ccc(C)cc1
-6 | O=C(c1ccco1)N1CCN=C1SCc1cccc(F)c1
5 | CCn1c(SC2CCOC2=O)nnc1-c1ccc(Cl)cc1 (stereo not drawn)
11&-47[25 µM] | C(=C\c1ccc(C2[C@@H]3CN(Cc4nccs4)C[C@H]2N3)cc1)/c1ccccc1 (stereo partly drawn)
-3 | O=C(NCCc1ccccc1)c1cc(-c2ccc3c(c2)OCO3)on1
-11[25 µM] | O=C(Cc1cccnc1)N1[C@@H]2CNc3ccccc3[C@@H]2[C@@H]1CO
-4[25 µM] | CCS(=O)(=O)N1[C@H](CO)[C@H](c2ccc(C#Cc3ccccc3F)cc2)[C@@H]1C#N
-2 | COc1ccc(S(=O)(=O)N2CCCC2CNC(=O)C(=O)NCc2ccc(C)cc2)cc1 (stereo not drawn)
-11 | Cc1ccc(C(=O)COC(=O)[C@@H](NC(=O)c2ccco2)C(C)C)s1
8 | CC1CCN(C(=S)c2cccc(O)c2)CC1
4 | N#C[C@H]1[C@H](c2ccccc2-c2ccc(F)cc2)[C@@H](CO)N1C(=O)NC1CCCC1
1 | CCOC(=O)CNCCC(=O)c1ccc(Br)cc1
-24 | O=C(COc1ccccc1)Nc1ccc2[nH]ncc2c1
-4 | O=C(NCC1CCCO1)c1cccc(S(=O)(=O)NCc2ccccc2)c1 (stereo not drawn)
6 | CN(C)S(=O)(=O)c1ccccc1C#N
13 | Cn1c(N)c(C(=O)COC(=O)COc2cc(Cl)c(Cl)cc2Cl)c(=O)n(C)c1=O
5[25 µM] | C/C=C/c1ccc([C@H]2[C@@H](CO)N(C(=O)C3CCC3)C23CN(C(=O)NC(C)C)C3)cc1
-12[25 µM] | CS(=O)(=O)N1CC(=O)N2[C@H](C1)[C@H](c1ccc(Br)cc1)[C@@H]2CO
-1 | O=C(CCc1ccccc1)Nc1ncc2c(n1)CCCC2=O
-4 | Clc1ccc(N2CCCCCC2)nn1
-4[25 µM] | O=C(/C=C/c1c(C(=O)O)[nH]c2cc(Cl)cc(Cl)c12)Nc1ccccc1
7 | Nc1sc2c(c1C(=O)NC1CC1)CCCC2
8[25 µM] | C[C@H](CO)N1C[C@H](C)[C@@H](CN(C)Cc2cccc(C(F)(F)F)c2)OCc2cnnn2CCCC1=O
5 | COc1cccc(-c2cccc(-c3nc(C(=O)NCC(F)(F)F)cc4c3[C@@H](CCO)N([S@](=O)C(C)(C)C)C4)c2)c1
-13 | O=C(Nc1ccc(Oc2ccc3ccccc3c2)cc1)c1ccco1
16 | CC1CN(S(=O)(=O)c2cccc3nsnc23)CC(C)O1 (stereo not drawn)
-9 | O=C(NCC1OCCc2ccccc21)c1ccco1 (stereo not drawn)
17 | Cn1c(=O)c2c(ncn2CC(=O)N2CCc3ccccc3C2)n(C)c1=O

Three entries from above, sorted by the number in CD40 NFkB inh, low to high.
Structure,CD40 NFkB inh
O=C(CCCc1ccccc1)NCc1cccnc1,0
CNC(=O)c1ccsc1NC(=O)C1CCN(S(=O)(=O)c2ccc(Cl)s2)CC1,3
O=C(CN1CCN(C(=O)CNC(=O)c2ccc3c(c2)OCO3)CC1)Nc1ccccc1Cl,19

In the list so far, these contain fluorine.
CD40 NFkB inh | compound
14[25 µM] | Cc1ccc(NC(=O)Nc2ccc3c(c2)C(=O)N(C)[C@@H]2CC[C@@H](CC(=O)NCC(F)(F)F)O[C@H]2CO3)cc1
16 | O=C(COC(=O)CNC(=O)c1ccccc1F)Nc1cccc(S(=O)(=O)N2CCCCCC2)c1
-1&2[25 µM] | Cc1cccc(-c2ccc(C3[C@@H]4CN(Cc5cccc(F)c5)C[C@H]3N4)cc2)c1 (stereo partly drawn)
-6 | O=C(c1ccco1)N1CCN=C1SCc1cccc(F)c1
-4[25 µM] | CCS(=O)(=O)N1[C@H](CO)[C@H](c2ccc(C#Cc3ccccc3F)cc2)[C@@H]1C#N
4 | N#C[C@H]1[C@H](c2ccccc2-c2ccc(F)cc2)[C@@H](CO)N1C(=O)NC1CCCC1
8[25 µM] | C[C@H](CO)N1C[C@H](C)[C@@H](CN(C)Cc2cccc(C(F)(F)F)c2)OCc2cnnn2CCCC1=O
5 | COc1cccc(-c2cccc(-c3nc(C(=O)NCC(F)(F)F)cc4c3[C@@H](CCO)N([S@](=O)C(C)(C)C)C4)c2)c1

Ordered by heavy-atom count (ascending): part of the list above
CD40 NFkB inh | compound
6 | CN(C)S(=O)(=O)c1ccccc1C#N
7 | Nc1sc2c(c1C(=O)NC1CC1)CCCC2
-9 | O=C(NCC1OCCc2ccccc21)c1ccco1 (stereo not drawn)
11&-47[25 µM] | C(=C\c1ccc(C2[C@@H]3CN(Cc4nccs4)C[C@H]2N3)cc1)/c1ccccc1 (stereo partly drawn)

The list continues:
CD40 NFkB inh | compound
11 | CN(C)S(=O)(=O)c1ccc(N2CCCC2)c(C(=O)N2CCC(C(N)=O)CC2)c1
-36 | c1ccc(CSc2cc3ccccc3[nH]2)cc1
62* | N#C[C@H]1[C@H](c2ccc(C#Cc3ccccc3F)cc2)[C@@H](CO)N1C(=O)C1CCCCC1
4 | COC(=O)C1=NNC(C(=O)c2ccco2)C1c1ccccc1 (stereo not drawn)
-17 | Cn1c(=O)c2cc(NC(=O)NCc3ccccc3)ccc2n1Cc1cccc(C(F)(F)F)c1
-64 | Cc1nc(CS(=O)(=O)c2ccccc2)cc(Sc2ccccc2Cl)n1
28 | O=C(NCCCn1ccnc1)c1nc(Cn2cc(Br)cn2)no1
5 | O=S(=O)(c1cccc(-c2nnco2)c1)N1CCCC1
6 | Cc1nn(CC(=O)NCCCN2CCCC2=O)c(C)c1[N+](=O)[O-]
12 | COc1cccc2[nH]c(C(=O)NCCCN3CCCC3=O)cc12
9 | CCOC(=O)Cn1nc(-c2ccccc2)c2cnc3ccc(CC)cc3c21
-1 | O=S(=O)(NNc1ccc(Cl)nn1)c1ccc(F)cc1
16 | O=C(c1ccco1)N1CCN(S(=O)(=O)c2ccc(C3CCCCC3)cc2)CC1
1 | CC(C)N1CCN(Cc2cnc(-c3ccccc3)s2)CC1CCO (stereo not drawn)
-51 | COc1ccc(C(=O)COC(=O)c2ccc3c(c2)OCCO3)c(OC)c1
-13 | CC(Oc1cccc(Cl)c1)C(=O)N(C)CC(=O)Nc1ccc(N2CCOCC2)cc1 (stereo not drawn)
31[25 µM] | CCCNC(=O)N1CC(=O)N2[C@H](C1)[C@@H](c1ccc(C#CCC3CCCC3)cc1)[C@@H]2CO
-36 | CSc1cccc2sc(NC(=O)C3=COCCO3)nc12
0 | O=C1NC(CCc2ccccc2)C(=O)N1Cc1ccc(Br)cc1 (stereo not drawn)
-4 | COc1ccc(Cl)cc1NC(=O)CN(C)C(C)C(=O)NC(=O)NC1CCCCC1 (stereo not drawn)
0 | O=C(NC1CCCC1)c1ccc(S(=O)(=O)N2CCOCC2)cc1
-2[25 µM] | CS(=O)(=O)Nc1ccc2c(c1)[C@H]1C[C@@H](CC(=O)NCCc3ccccc3)O[C@@H](CO)[C@H]1O2
1 | COCCCNC(=O)COc1cc(C)c(Cl)c(C)c1
1 | O=C(Nc1ccc(S(=O)(=O)NC2=NCCCCC2)cc1)c1ccc([N+](=O)[O-])s1
5 | CC(C)CCN(C(=O)C1CSC2(C)CCC(=O)N12)c1c(N)n(Cc2ccccc2)c(=O)[nH]c1=O (stereo not drawn)
4 | CCn1c(=O)n(CC(=O)Nc2cccc(OC)c2)c(=O)c2ccccc21
1[25 µM] | C/C=C/c1ccc([C@H]2[C@@H](CO)N(C(C)=O)[C@H]2CN(CCOC)C(C)=O)cc1
-7[25 µM] | O=C(C[C@H]1CC[C@@H]2[C@H](COC[C@@H](O)CN2C(=O)c2cnccn2)O1)N1CCN(c2ccccc2)CC1
-9 | COc1ccc(NC2c3ccccc3C(=O)N2c2ccccn2)cc1 (stereo not drawn)
-41 | Cc1ccccc1-c1cc2nc(NCc3cccnc3)n(C)c(=O)c2s1
-33 | O=C(COc1ccccc1Cl)NC(=O)NC1CCCCC1
1 | CSCCC(NC(=O)c1ccc(Cl)cc1Cl)C(=O)N1CCCCCCC1 (stereo not drawn)
3 | N#Cc1nc(-c2ccco2)oc1N1CCC(Cc2ccccc2)CC1
1 | O=C(CN1C(=O)CSc2ccccc21)N/N=C/c1ccco1
-2 | O=C(Nc1cc(C(F)(F)F)ccc1N1CCCC1)C1=COCCO1
9 | C/C(=N\NC(=O)c1ccccc1)c1nc2ccccc2n1C
15 | COc1c(C=O)c(CCN(C)C(=O)c2ccc(F)cc2)cc2c1OCO2
-8 | COc1ccc(-c2nc(SC(C)C(=O)c3c(N)n(C)c(=O)n(C)c3=O)n[nH]2)cc1 (stereo not drawn)
-8 | Cc1ccc(C)n1-c1ccc(C(=O)NCC2CCCO2)cc1 (stereo not drawn)
9[25 µM] | CO[C@@H]1CN(C)C(=O)c2ccc(NC(=O)C3CCC3)cc2OC[C@@H](C)N(Cc2ccccn2)C[C@@H]1C
-16 | O=C(c1cc2ccccc2o1)N1CCCC1

Screening data (PubChem)
